Assay outcomes: PubChem, National Center for Advancing Translational Sciences (NCATS)
aSyn tox rescue = inhibitors of alpha-synuclein toxicity in yeast. S. cerevisiae alpha-synuclein toxicity rescue, BacTiter-Glo growth, 24 h. Potency, µM (top dose mostly 46.1 µM), without a hit: at the highest dose growth rescue (activation), hits mostly activators. 94,000 compounds, 0.02% hits; active means well fitted activation curve with a large enough effect; further: 0% is about no effect
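Growth restoration measured by BacTiter-Glo luminescence after 24 hr at 30 deg C; alpha-synuclein yeast, raffinose-pregrown to mid-log, were added at OD600=0.02 in galactose medium onto pinned compounds.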
Active calls of the source: *; [ ] = remark or other dose. Potency means the concentration at half of the fitted maximal effect.

SMILES	aSyn tox rescue
CCOc1ccccc1NC(=O)CCn1nc(C)c(S(=O)(=O)N2CCCCC2)c1C	-0.3%
CCOC(=O)c1c(NC(=O)COc2ccc(Cl)cc2Cl)sc2c1CCCCC2	8.0%
O=C(CO/N=C1\CCCc2nonc21)Nc1ccccc1Cl	4.5%
CCCC(=O)Nc1nnc(S(=O)(=O)N(C)c2ccccc2)s1	-1.6%
Cc1ccc(CNC(=O)c2cc(C)nn2-c2ccccc2)cc1	9.5%
CS(=O)(=O)N1CCc2cc(C(=O)NCc3ccccc3)ccc21	-11.3%
COc1ccc(NC(=S)NCC(c2ccco2)N2CCCC2)cc1 (stereo unspecified)	0.6%
O=C(/C=C/c1cccnc1)c1ccccc1O	2.9%
COc1ccccc1-c1ccc2c(c1)O[C@@H](CN(C)C(=O)c1ccncc1)[C@H](C)CN([C@@H](C)CO)S2(=O)=O	0.7%
Cc1ccccc1OS(=O)(=O)c1cccc([N+](=O)[O-])c1	0.1%
O=C(Cn1c(=O)c2cccn2c2ccccc21)NCc1ccccc1F	1.0%
CC(C)c1ccc(N(CC(=O)O)S(=O)(=O)c2ccc3[nH]c(=O)c(=O)[nH]c3c2)cc1	-10.4%
COc1cc(NC(=O)NCC2CCN(Cc3ccc(C)cc3)CC2)cc(OC)c1OC	7.5%
CC(=O)N1C[C@H]2CON(C)[C@H]2C[C@H]1c1cccc(-c2cc(Cl)cc(Cl)c2)c1	-5.1%
COc1ccc(CNC(=O)CCCCCn2c(=O)[nH]c3ccccc3c2=O)cc1	-7.0%
CCc1ccc(NC(=O)Cn2c(=O)nc(-c3ccccc3F)c3cc(Cl)ccc32)cc1	-4.3%
COc1ccc(C(CNC(=O)c2cccc(NS(=O)(=O)c3ccc(C)c(F)c3)c2)N(C)C)cc1 (stereo unspecified)	4.6%
CC(=O)N1CCc2cc(S(=O)(=O)NC(Cc3ccccc3)C(=O)Nc3ccc(Cl)cc3)ccc21 (stereo unspecified)	2.6%
Cc1cccc(OCC(=O)NCC(=O)N/N=C/c2ccccc2)c1	8.0%
COc1ccc(Cn2c(CNC(=O)Cc3cccc([N+](=O)[O-])c3)nc3cccnc32)cc1	-1.4%
CCCCCN1C(C(=O)c2ccccc2)=C(NC(C)=O)c2ccccc2S1(=O)=O	0.6%
Cc1ccc(-n2ncc3c(NC(C)c4ccccc4)ncnc32)cc1 (stereo unspecified)	-11.9%
CCn1c(=O)sc2cc(NS(=O)(=O)c3ccc(F)c(C)c3)ccc21	17.8%
CCCc1nnc(SCC(=O)Nc2ccc(OC)cc2)o1	-7.1%

Three compounds already listed, ordered by molecular weight, descending:
SMILES	aSyn tox rescue
COc1ccccc1-c1ccc2c(c1)O[C@@H](CN(C)C(=O)c1ccncc1)[C@H](C)CN([C@@H](C)CO)S2(=O)=O	0.7%
CCCc1nnc(SCC(=O)Nc2ccc(OC)cc2)o1	-7.1%
Cc1ccccc1OS(=O)(=O)c1cccc([N+](=O)[O-])c1	0.1%

(next part)
SMILES	aSyn tox rescue
C[C@@H]1CN([C@@H](C)CO)C(=O)CCCn2nncc2CO[C@@H]1CN(C)C(=O)Nc1ccccc1	5.2%
Nc1cc(N)nc(SCC(=O)Nc2ccccc2N2CCOCC2)n1	-1.8%
Cc1cccc(/C=N\NC(=O)c2ccccc2-n2cccc2)c1	7.9%
O=C(O)CN(C1CCCCC1)S(=O)(=O)c1ccc(F)cc1	1.7%
COc1ccc(NC(=O)CSc2nc3ccccc3[nH]2)cc1	1.0%
CCc1ccc(C2C(C(=O)Nc3ccccc3C)=C(C)Nc3nc(SCc4cccc(OC)c4)nn32)cc1 (stereo unspecified)	-8.3%
Cc1ccc(NC(=O)C2OCCc3ccccc32)cc1C (stereo unspecified)	0.3%
CC(C)c1cnc2c(c1SCC(=O)O)c(=O)n(C)c(=O)n2C	2.2%
CCOC(=O)N1CCC(N2Cc3cccc(C(=O)NCc4ccc(C)cc4)c3C2=O)CC1	1.8%
CNC(=O)NC(=O)C(C)OC(=O)c1ccc(Cl)c(S(=O)(=O)Nc2ccc(F)cc2)c1 (stereo unspecified)	-10.2%
Cc1cc2ccccc2n1CCNC(=O)c1ccc(Br)o1	-4.6%
CCN(C(=O)Cn1c(C(=O)OC)cc2oc3ccccc3c21)c1cccc(C)c1	3.4%
Cc1c(Cl)c([N+](=O)[O-])nn1CCCC(=O)NCCc1ccccc1	6.5%
CCOc1ccc(C(=O)NCc2ccc3c(c2)CCN3C(=O)c2ccccc2)cc1	5.1%
N#CCCN(C(=O)COC(=O)CCc1c[nH]c2ccccc12)c1ccccc1	6.8%
Cc1cc(C)n(C(C)CC(=O)NCc2ccc(N(C)C)cc2)n1 (stereo unspecified)	-1.2%
CCCCN(C)CCNC(=O)c1nn(-c2ccc(OC)cc2)c(=O)c2c1c1ccccc1n2C	11.5%
CSc1nnc(-c2cccs2)n1C	-7.5%
CCN(CC)CCNC(=S)N1CCn2c(nc3ccccc32)C1	-4.3%
NC(=O)NC(=O)COC(=O)c1cccc(S(=O)(=O)N2CCCCCC2)c1	-5.5%
CSCCC(NC(=O)COc1cccc2ccccc12)C(=O)O (stereo unspecified)	-4.2%
Cc1ccc(Sc2c(C(=O)NCc3ccccc3C)[nH]c3ccccc23)cc1	8.0%
COC(=O)c1cc(NS(=O)(=O)c2ccc(NC(C)=O)cc2)ccc1Cl	-0.4%
COc1ccc(Cl)cc1CNCCSc1nnnn1-c1ccccc1	5.8%
CC(=O)c1c(C)oc2ccc(N(C(=O)Oc3ccccc3)S(=O)(=O)c3ccc(Br)cc3)cc12	-7.4%
COC(=O)Nc1nnc(COc2cccc(C)c2)s1	3.1%
Cc1ccc(C(=O)NCCn2c(C)cc3ccccc32)cc1C	-1.3%
Cc1nnc2c3ccccc3nc(Nc3ccccc3C(=O)O)n12	-3.6%
COc1cc(NC(=O)c2cc(-c3ccc(Cl)c(Cl)c3)on2)cc(OC)c1OC	-4.0%
COc1ccc(CN(C(=O)COc2ccc(C)c(C)c2)C2CCS(=O)(=O)C2)cc1OC (stereo unspecified)	-6.4%
COc1ccc(Cc2nnc(NS(=O)(=O)c3ccc(NC(C)=O)cc3)s2)cc1	8.7%
CCOc1ccc2oc(C(=O)Nc3ccc(C)cn3)c(C)c2c1	0.1%
O=C(Cc1cccc2ccccc12)Nc1ccccc1	9.5%
CN(CCCn1ccc(NC(=O)OCc2ccccc2)nc1=O)CCc1ccccn1	9.4%
Nn1c(SCC(=O)Nc2ccccc2)nnc(Cc2ccccc2)c1=O	-0.1%
Cc1ccsc1CCN1C(=O)N(c2ccc(F)cc2)C(=O)C1CC(=O)Nc1ccccc1 (stereo unspecified)	2.4%
O=C(COC(=O)C1CCN(/C=C/C(=O)C(F)(F)F)CC1)Nc1cccc(F)c1	-2.1%
COc1cccc(C2NC(=O)c3n[nH]c(-c4cccs4)c32)c1 (stereo unspecified)	3.2%
CCCCCC(=O)N1C[C@H](O)[C@@H](n2cc(C3CC3)nn2)C[C@@H]1c1ccc(OC)cc1	-3.0%
CCOC(=O)N1CCN(C(=O)c2ccc(CS(=O)c3cccc(C)c3)o2)CC1 (stereo unspecified)	0.0%
COc1ccc(S(=O)(=O)c2cn(C)c3ccc(C)cc3c2=O)cc1	2.0%
CCc1cccc(C)c1NC(=O)CN1C(=O)c2cccc3cccc1c23	7.5%
COc1ccc(Cn2c(C(=O)O)c(CNCCc3ccccc3Cl)c3ccc(C)cc32)cc1	-33.7%[inhibitor]
CCC(=O)N1CCc2cc(Br)cc(S(=O)(=O)CCC(=O)Nc3cccc(C)c3C)c21	-12.1%
COc1ccc2[nH]c3c(c2c1)CCN(C(=O)c1cccc(Cl)c1)C3c1ccc(F)cc1 (stereo unspecified)	8.4%
CN(C(=O)COC(=O)CNC(=O)CNC(=O)c1ccc(Cl)cc1Cl)c1ccccc1	1.7%
COc1cc(CN(C(=O)COc2ccccc2Cl)c2ccccn2)cc(OC)c1OC	-1.4%
Cc1cccc(C(=O)Nc2c(C(=O)N3CCN(c4ccc(F)cc4)CC3)oc3ccccc23)c1	2.5%

The list goes on; it opens with the 7 that closed the last part.
SMILES	aSyn tox rescue
CCc1cccc(C)c1NC(=O)CN1C(=O)c2cccc3cccc1c23	7.5%
COc1ccc(Cn2c(C(=O)O)c(CNCCc3ccccc3Cl)c3ccc(C)cc32)cc1	-33.7%[inhibitor]
CCC(=O)N1CCc2cc(Br)cc(S(=O)(=O)CCC(=O)Nc3cccc(C)c3C)c21	-12.1%
COc1ccc2[nH]c3c(c2c1)CCN(C(=O)c1cccc(Cl)c1)C3c1ccc(F)cc1 (stereo unspecified)	8.4%
CN(C(=O)COC(=O)CNC(=O)CNC(=O)c1ccc(Cl)cc1Cl)c1ccccc1	1.7%
COc1cc(CN(C(=O)COc2ccccc2Cl)c2ccccn2)cc(OC)c1OC	-1.4%
Cc1cccc(C(=O)Nc2c(C(=O)N3CCN(c4ccc(F)cc4)CC3)oc3ccccc23)c1	2.5%
O=C(NC1CCCCC1)C(c1ccc(O)cc1)N(C(=O)c1cnccn1)c1cccc(F)c1 (stereo unspecified)	0.8%
Cc1ccc(NC(=O)C2CCCN(S(=O)(=O)c3c(C)n[nH]c3C)C2)cc1C (stereo unspecified)	-13.2%
O=C(O)c1ccc(Nc2nc(-c3ccccc3)c3cc(Br)ccc3n2)cc1	23.5%
CC1=C(C)C(OCCBr)N(c2cc(O)c(Cl)cc2F)C1=O (stereo unspecified)	-40.5%[inhibitor]
O=C(c1cc2c(s1)-c1ccccc1OC2)N1CCN(c2ccc(F)cc2)CC1	0.0%
COc1cccc(C(C(=O)NC2CCCCC2)N(C(=O)c2ccco2)c2ccccc2OC)c1 (stereo unspecified)	1.3%
CCCn1cc(S(=O)(=O)c2cccc(Cl)c2)c(=O)c2cc(F)c(N3CCOCC3)cc21	0.4%
COc1cc(NC(=O)Cn2cc(S(=O)(=O)N3CCC(C)CC3)c3ccccc3c2=O)cc(OC)c1OC	-0.4%
CC(C)(C)c1ccc(NC(=O)CCNC(=O)c2ccco2)cc1	-5.5%
CC(=O)Nc1ccc(S(=O)(=O)N(C)CC(=O)OCC(=O)N2CC(C)OC(C)C2)cc1 (stereo unspecified)	-0.4%
Cc1cccc(CS(=O)(=O)Cc2ccc(C(=O)NCCc3ccccc3)o2)c1	6.6%
COc1ccc(-c2nc3cc(NC(=O)Cc4ccc(Cl)cc4)ccc3o2)cc1OC	-5.5%
Cc1ccc2nc(Cl)c3cc(C(=O)NCCCN4CCC(C)CC4)sc3c2c1	3.5%
COc1cc(/C=C2\CCCc3c2nc2ccccc2c3C(=O)O)cc([N+](=O)[O-])c1O	-19.9%
CCOc1ccc(CCNC(=O)c2cc3c(=O)n(CC)c4ccccc4c3s2)cc1OCC	-1.8%
NS(=O)(=O)c1cccc(NC(=O)CSc2nnc(NC3CC3)s2)c1	-2.0%
O=C(NC1CCCCC1)c1cccc(NC(=O)c2ccccc2Cl)c1	5.3%
COC(=O)c1ccc(OCC2c3cc(OC)c(OC)cc3CCN2C(=O)C(C)C)cc1 (stereo unspecified)	-6.6%
CCc1ccc(N(CC(=O)NC(C)(C)C)C(=O)CNC(=O)c2cccs2)cc1	8.6%
Cc1ccc2c(c1)N(Cc1cccc(C#N)c1)C=NS2(=O)=O	-33.4%[inhibitor]
CCS(=O)(=O)c1cccc(C(=O)Nc2ccc(-c3nc4ccccc4s3)c(O)c2)c1	0.9%
Cc1ccccc1CNC(=O)c1nn(-c2ccccc2F)nc1CO	-6.3%
CCOC(=O)C1CCCN(C(=O)c2cc(S(=O)(=O)N3CCCCC3)ccc2C)C1 (stereo unspecified)	-2.1%
CCOc1ccc(N=C2NC(=O)SC2CC(=O)OC)cc1 (stereo unspecified)	3.6%
N#Cc1cccc(NC(=O)COC(=O)C2CCC2)c1	-9.1%
Cn1nc(-c2ccc(OCC(=O)Nc3cccc(C(F)(F)F)c3)cc2)c2ccccc2c1=O	13.6%
COc1ccc(C)cc1NC(=O)Cc1ccc(NC(=O)N2CCCCc3ccccc32)cc1	-9.1%
Cc1nc(N2CCN(C(=O)c3cccs3)CC2)c2c3c(sc2n1)CCCC3	17.8%
CCOC(=O)c1cc(S(=O)(=O)N2CCN(c3cccc(C)c3C)CC2)[nH]n1	15.1%
O=C(C1CCC1)N1CCN(S(=O)(=O)c2ccccc2)CC1	0.5%
Cc1ccccc1NC(=O)COc1ccc2oc3c(c2c1)CCCC3	-12.4%
CCC(=O)N1c2ccccc2CC1C(=O)NCc1ccc(CC)cc1 (stereo unspecified)	-7.8%
Cc1oc(-c2ccc(C(=O)N(C)Cc3ccccc3)cc2)nc1CN1CCc2ccccc21	-6.1%
CCOc1ccc(C(=O)Nc2c(C)nc(Nc3ccccc3)nc2Nc2ccccc2)cc1OCC	-2.8%
CCN(C(=O)CSc1n[nH]c(-c2cc(Cl)ccc2OC)n1)C1CCS(=O)(=O)C1 (stereo unspecified)	-3.0%
COc1ccc(S(=O)(=O)N2CCCCCC2)cc1C(=O)N(C)CC(=O)Nc1ccc(Cl)c(Cl)c1	8.5%
CCN1C(=O)[C@H]2[C@@H](c3ccc(C)cc3)N[C@]3(CCCN(CC4CCCCC4)C3=O)[C@H]2C1=O	-3.8%
CCc1ccc(NC(=O)CN(c2ccc(Cl)cc2)S(=O)(=O)c2ccsc2C(=O)OC)cc1	12.0%
Cc1ccc(NC(=O)Cn2c(=O)n(Cc3nc(-c4ccccc4)no3)c(=O)c3cc4c(cc32)OCO4)c(C)c1	-1.2%
CNc1c(NC(=O)C2CCC(C)CC2)c(=O)oc2ccccc12 (stereo unspecified)	6.6%
Cc1nnc(N2CCC(C(=O)NCc3cccc(Cl)c3)CC2)c2nn(-c3ccccc3)c(C)c12	-1.2%
Cc1cnc2c(c1SCC(=O)Nc1ccc(F)cc1F)c(=O)n(C)c(=O)n2C	-8.6%
CCOC(=O)c1cc(-c2ccc(C)cc2)n(CC(=O)Nc2ccccc2F)c1C	0.6%
COc1cc(NC(=O)Cn2cc(C(=O)c3ccc(F)cc3)c(=O)c3ccc(C)nc32)cc(OC)c1	-11.3%
Cc1n[nH]c(=O)c2c(NC(=O)CSc3nnnn3-c3ccc(O)cc3)oc(C)c12	10.0%
CCCCc1ccc(NC(=O)CSc2nnc3[nH]c(=O)cc(C)n23)cc1	0.1%

This is a subset (hit frequency here may not be typical).
